# High-throughput results as filed in PubChem BioAssay.
# E coli WT inh: blocks growth of wild type E. coli BW25113. E. coli BW25113 growth inhibition, OD600. inhibition, % at 10 µM. hit rate 0.05% among 20,000; in the data active = inhibition above about 40%;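 also: bacteria exposed to compound for 20 hours at 37 °C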
#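 Material: bacterial strain in a whole-cell growth screen; Amount: inoculum from a 1:1000 dilution of a 1.5 h subculture; Buffer or medium: LB plus kanamycin 50 µg/mL; Dosing: one dose, 10 µM final; Times: compound exposure of 20 h at 37 °C; Measured by: absorbance at 615 nm as a measure of bacterial growth.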
# An asterisk follows results filed as active. This is a subset, so the mix of outcomes need not match the whole.
SMILES,E coli WT inh
CC1CCN(C(=O)CSCC(=O)Nc2nc(-c3cccs3)cs2)CC1,-1
CC(NCCc1ccc(O)cc1)C(O)c1ccc(O)cc1 (stereo not given),-2
Cc1oc(-c2ccccc2F)nc1CS(=O)(=O)CC(=O)N1CCCCCC1,2
CCOC(=O)c1c(NCc2ccc3c(c2)OCO3)c2ccccc2[nH]c1=O,-5
O=C(c1cnn2c(C(F)F)cc(-c3ccccc3)nc12)N1CCN2CCCC2C1 (stereo not given),-7
O=C(CNS(=O)(=O)c1ccc(Br)s1)N1CCN(c2ncccn2)CC1,7
CCS(=O)(=O)n1nc(-c2ccc(C)cc2)nc1N,-15
COc1cc(C(=S)N(C)C)ccc1O,-16
COc1cccc(NC(=O)N(Cc2ccco2)C(C)c2cccs2)c1 (stereo not given),4
CS(=O)(=O)N(CC(=O)NCc1ccco1)Cc1ccc(Cl)cc1,-14
CCNc1nc(N)nc(Oc2ccc(C(=O)OC)cc2)n1,-10
Cc1nn(-c2cc(N3CCCCC3)ccc2N)c(=O)c2ccccc12,-16
COC(=O)Cc1c(C)nc2nc(NCc3c(F)cccc3Cl)[nH]n2c1=O,-20
Cc1ccc(C(=O)/C=C/Nc2ccccc2C(N)=O)o1,-18
Cc1nnc2n(-c3ccc(Cl)cc3)c(=O)c3c4c(sc3n12)CN(C)CC4,-8
N#Cc1c(NC(=O)c2ccc(Cn3cc(Br)cn3)o2)sc2c1CCCCCC2,-17
CCN(Cc1nc2ccccc2c(=O)[nH]1)Cc1cc(=O)oc2cc(C)c(C)cc12,-3
O=C(Oc1ccc(-c2ccccc2)cc1)N1CCCCC1,5
Cc1nc2ccccn2c1/C(O)=C1\C(=O)C(=O)N(CCN2CCOCC2)C1c1cccs1 (stereo not given),-7
O=C(CSc1n[nH]c(-c2ccco2)n1)N1c2ccccc2Sc2ccccc21,-23
COC(=O)c1ccccc1NC(=O)C1CC=CCC1C(=O)O (stereo not given),1
O=C(c1cnc2n(c1=O)CCS2)N(C1CCCCC1)C1CCCCC1,-3
Clc1cccc(-c2nnc3sc(-c4ccccc4)nn23)c1,-6
CC(=O)c1sc2nc(SCC(=O)N3CCCCC3)[nH]c(=O)c2c1C,-18
Cc1nn(Cc2ccccc2)c(C)c1NC(=O)c1cc(-c2ccco2)on1,8
SMILES,E coli WT inh
CCn1c2c(c3cc(C(=O)O)ccc31)CCCC2=O,2
CC(C)C(NC(=O)c1ccccc1)C(=O)NC1=NCCS1 (stereo not given),-1
CCOC(=O)C1=C(C)N(C)C(=O)NC1c1cccc(O)c1 (stereo not given),5
Cc1ccc(C(C)C)c(OCc2nnc(SCC(=O)Nc3nccs3)n2C)c1,-8
O=C(CSc1nc2ccc(Cl)cc2[nH]1)NCc1ccco1,-2
Cc1ccc(S(=O)(=O)N2CCN(C(=O)N3CCOCC3)C2c2ccc(N(C)C)cc2)cc1 (stereo not given),-6
COc1ccccc1N1CCN(C/C(O)=C(\C#N)c2nc(-c3ccccc3)cs2)CC1,2
CCOc1ccccc1C(=O)NCCCn1ccnc1,-2
Cc1ccc(C(=O)NC(Cc2c[nH]c3ccccc23)C(=O)O)o1 (stereo not given),2
CCOC(=O)c1ccc(N2C(=O)CC(Sc3nnc(C)s3)C2=O)cc1 (stereo not given),-4
COc1ccccc1-c1noc(-c2cccnc2)n1,-2
O=C(Nc1ccccc1N1CCN(C(=O)c2ccc(Cl)cc2)CC1)c1cccnc1,-12
N#Cc1cnn(Cc2ccc(Cl)cc2)c1N,1
CCOC(=O)N1CCN(c2nnnn2-c2ccccc2)CC1,-22
COc1cccc(N2CCN(C3CC(=O)N(c4ccc(Cl)c(Cl)c4)C3=O)CC2)c1 (stereo not given),-5
COC(=O)C1=C(C)NC2=C(C(=O)CCC2)C1c1cccs1 (stereo not given),-16
COc1ccccc1NC(=O)CSc1nnc(-c2ccncc2)o1,6
COC(=O)c1ccccc1NC(=O)CSc1nc2c(c(=O)n(C)c(=O)n2C)n1C,0
CCOC(=O)C1CCCN(C(=O)c2cccs2)C1 (stereo not given),5
CCOc1cc(S(=O)(=O)N2CCN(CC)CC2)ccc1Cl,5
CCOC(=O)C1=C(O)CCn2c1nc1ccccc12,2
c1ccc(OCc2nn3c(-c4n[nH]c5c4CCC5)nnc3s2)cc1,-12
COC(=O)c1cc(OC)c(OC)cc1NC(=O)c1c(C)noc1C,-16
CS(=O)(=O)N(CC(=O)NCc1cccnc1)Cc1ccc(Cl)cc1,-12
COCc1nnc(NC(=O)CSc2ccccc2)s1,-21
SMILES,E coli WT inh
Cc1csc(NC(=O)c2cccc(S(=O)(=O)N3CCCCC3)c2)n1,6
Cc1cc2ccccc2n1CCNC(=O)c1ccc(S(=O)(=O)N2CCOCC2)cc1,0
CCOCCSC1=C(C#N)C(c2cccs2)C(C(C)=O)=C(C)N1 (stereo not given),-17
CC(C)=CC/C=C1\CCC(C(=O)O)C(C(=O)O)C1 (stereo not given),4
COc1cccc(C2C(C(=O)c3ccc(C)o3)=C(O)C(=O)N2CCCN(C)C)c1 (stereo not given),-2
Fc1ccc(-c2nc3n(n2)Cc2ccccc2-3)cc1,-18
CC(Sc1nnnn1C)C(=O)Nc1ccc(Oc2ccccc2)cc1 (stereo not given),18
Cc1sc2ncnc(OCC(=O)N3CCN(S(=O)(=O)c4ccc(Cl)cc4)CC3)c2c1C,-4
O=C(CN(CCN1CCOCC1)C(=O)Cn1nnc(-c2ccc(F)cc2)n1)NC1CCCCC1,-26
Cc1cc(C)n(-c2ccc(C(=O)Oc3ccc4c(c3)OCO4)cc2)n1,7
COCCOc1nc2ccccc2nc1C,20
O=C(O)c1ccc(CNC(=O)c2ccc(Br)o2)cc1,-11
C=CCOc1c(Br)cc(CNn2nnnc2N)cc1OC,-1
CSc1ccccc1NC(=O)CSc1nnnn1-c1ccccc1SC,-24
O=C(Cn1c(=O)n(-c2cccc(Cl)c2)c(=O)n1CC(=O)N1CCCCC1)N1CCCCC1,-16
CC(C)CNS(=O)(=O)c1ccc(CCC(=O)O)cc1,6
Cc1ccc(-c2nnc3c4ccccc4c(C)nn23)cc1NC(=O)c1ccco1,-5
O=C(CCCc1cccs1)Nc1nc2c(s1)CCCC2,-4
CCSc1nc2ccccc2n1CC(=O)OC,1
O=S(=O)(Nc1ccc(S(=O)(=O)N2CCCCC2)cc1)c1ccc(Br)s1,-23
CCOC(=O)c1ccc(Nc2nc(C)cc(C)c2C#N)cc1,2
O=C(O)C1CC=CCC1C(=O)Nc1cccc(C(=O)N2CCCCC2)c1 (stereo not given),8
O=C(Nc1nc2c(s1)CCCC2)C1COc2ccccc2O1 (stereo not given),12
O=C(O)c1oc2ccc(Br)cc2c1-n1cccc1,-17
COc1ccc(C)cc1S(=O)(=O)N(CC(=O)N1CCCC1)c1ccccc1,-22
SMILES,E coli WT inh
CCOC(=O)c1c(-c2cccs2)csc1NC(=O)CSc1ncn[nH]1,6
COc1ccccc1OCc1ccc(C(=O)Nc2ccncc2)o1,1
COc1cc(Cl)c(C)cc1NC(=O)CSC,-15
COC(=O)c1cc(-c2c(C)oc3cc(O)ccc3c2=O)c(C)o1,-3
O=C(NCC(c1cccnc1)N1CCN(c2ccc(F)cc2)CC1)c1ccc(F)cc1 (stereo not given),7
CCn1c(SCC(=O)Nc2cc(NC(C)=O)ccc2OC)nnc1-c1ccccn1,-3
COc1ccc(N2CCN(CCNC(=O)CCS(=O)(=O)c3cccc4nsnc34)CC2)cc1,2
CCC(=O)N1CCN(c2ccc(NC(=O)c3cc4ccccc4o3)cc2Cl)CC1,-22
Cn1c(=O)[nH]c(=O)c2c1nc(N1CCCCCC1)n2CCSc1nc2ccccc2[nH]1,-14
CC(=O)NC(CCS(C)(=O)=O)C(=O)Nc1cccc2ccccc12 (stereo not given),5
Cc1ccc(S(=O)(=O)NCC(=O)N(CC(=O)NCc2ccccc2)CC2CCCO2)cc1 (stereo not given),3
O=C(NCc1ccc2c(c1)OCO2)c1cccs1,-11
CS(=O)(=O)N1CCN(CC2CC3C=CC2C3)CC1 (stereo not given),0
O=c1/c(=C/c2ccco2)sc2nc(-c3ccccc3Br)nn12,7
CCn1cc(C(=O)N2CCN(C(=O)c3ccco3)CC2)c2cc(OC)c(OC)cc2c1=O,-1
Cn1c(=O)c2c(ncn2CC(O)CNc2ccc(Br)cc2)n(C)c1=O (stereo not given),-11
CCOC(=O)c1ccccc1NC(=O)Cn1cnc2c(cnn2-c2ccc(OC)cc2)c1=O,-1
CC(C)C12CN3CC(C(C)C)(CN(C1)C3c1ccc3c(c1)OCO3)C2=O (stereo not given),-7
O=C(OC1CCOC1=O)c1ccc(S(=O)(=O)N2CCCCCC2)cc1 (stereo not given),9
CCOC(=O)c1oc2c(C)c(O)ccc2c(=O)c1-c1nncn1-c1ccccc1,0
CN1C(=O)C(O)(CC(=O)c2ccc3c(c2)OCO3)c2ccccc21 (stereo not given),-2
Cc1ccc(S(=O)(=O)N(C)CC(=O)Nc2ccncc2)cc1,-1
COc1cccc(CN2CCCC(C(=O)N3CCCCC3)C2)c1OC (stereo not given),-14
CCCn1c(CCC(=O)O)ccc1-c1ccc(OC)cc1,-19
CCn1c(SCC(=O)c2ccc(C)cc2)nnc1-c1ccoc1C,-3
SMILES,E coli WT inh
CCOC(=O)c1cccc(NC(=O)CNS(=O)(=O)c2cccs2)c1,-1
Cc1cc(NC(=O)CN2CCC(O)(c3cccc(F)c3)CC2)no1,0
Cc1ccccc1Nc1nnc(C)c(=O)[nH]1,-10
O=C(Cn1nnc(-c2ccccc2F)n1)Nc1ccc(C(=O)N2CCOCC2)cc1,-15
COc1ccccc1NC(=O)CN1CCN(Cc2ccccc2)CC1,-21
CCOC(=O)CN1C(=O)C2(OCCCO2)c2ccccc21,3
C/C(=N\O)c1ccc2c3c([nH]c2c1)CCCC3,9
C=CCOC(=O)COc1ccc2c(C)c(CC)c(=O)oc2c1,-20
C=C(C)Cn1c(SCC(=O)NCc2ccco2)nc2sc3c(c2c1=O)CCC3,-4
CC[N+](C)(C)c1cccc(O)c1,7
COc1ccc(-c2nc(CS(=O)CC(=O)N3CCCC3)c(C)o2)cc1 (stereo not given),13
O=C(NCc1ccccc1)c1ccc(OC2CSC2)cc1,-3
CCc1cc2c(=O)c(-c3ccc4c(c3)OCCO4)coc2cc1OC(=O)c1ccco1,-4
Cc1cc(S(=O)(=O)NCC(C)C)ccc1OCC(=O)N1CCOCC1,-20
Cc1nc2nc(-c3ccccc3)nn2c(C)c1Cl,-17
Cc1csc(SCCn2c(N3CCCC3)nc3c2c(=O)[nH]c(=O)n3C)n1,-8
CCOc1ccccc1-n1c(SCC(=O)NC(C)CC)nnc1-c1ccoc1C (stereo not given),6
O=C(Nc1ccc(NC(=O)C2CC2)cn1)c1ccccc1Cl,1
CCn1nnc(NC(=O)c2cc3ccccc3o2)n1,4
COc1cc(C2NC(=O)NC(C)=C2C(=O)OC(C)(C)C)ccc1OCC(=O)O (stereo not given),-19
CCCCC1CCC(C(=O)Nc2c(C)n(C)n(-c3ccccc3)c2=O)CC1 (stereo not given),2
O=C(c1cnsn1)N1CCN(c2ccccc2)CC1,-19
COc1ccc(CCn2c(C)cc(C(=O)CSc3nnnn3C)c2C)cc1,4
CN(CC(=O)Nc1nccs1)S(=O)(=O)c1ccc(F)cc1,11
COc1ccc(NC(=O)CCc2nc(-c3ccccc3F)no2)cc1,13
SMILES,E coli WT inh
O=C(NCc1cccs1)c1cc2c(s1)-c1ccccc1OC2,0
Cc1ccc(Nc2nc(CSc3nnnn3C)cs2)cc1,6
COc1cccc(NC(=O)Cn2c(-c3cncs3)nc3ccccc32)c1,-11
Cc1cc(C)cc(NS(=O)(=O)c2ccc3[nH]cc(C(=O)NCc4ccco4)c(=O)c3c2)c1,15
Cc1cccc(NC(=O)c2cc3ccccc3o2)c1,1
Cc1oc(C(=O)O)cc1CSCc1cc(C(=O)O)c(C)o1,-1
CC(C)(C)NS(=O)(=O)c1ccc(CCC(=O)O)cc1,-7
CCOC(=O)Cn1nnnc1C(C(C)C)N(Cc1cc2c(C)cc(C)cc2[nH]c1=O)C1CCCC1 (stereo not given),10
CC(C)(C)C1CCc2c(sc3c2C(=O)NC(c2ccco2)N3)C1 (stereo not given),1
CC1Cc2ccccc2N1C(=O)c1ccc2c(c1)nnn2C (stereo not given),-16
CN(c1cccc(NC(=O)Cc2ccccc2)c1)S(C)(=O)=O,3
CCOc1ccc(-c2nc(C#N)c(N3CCN(C)CC3)o2)cc1,-4

# Compounds listed so far that contain a thiophene ring, fused or not (19):
SMILES,E coli WT inh
CC1CCN(C(=O)CSCC(=O)Nc2nc(-c3cccs3)cs2)CC1,-1
O=C(CNS(=O)(=O)c1ccc(Br)s1)N1CCN(c2ncccn2)CC1,7
COc1cccc(NC(=O)N(Cc2ccco2)C(C)c2cccs2)c1 (stereo not given),4
Cc1nnc2n(-c3ccc(Cl)cc3)c(=O)c3c4c(sc3n12)CN(C)CC4,-8
N#Cc1c(NC(=O)c2ccc(Cn3cc(Br)cn3)o2)sc2c1CCCCCC2,-17
Cc1nc2ccccn2c1/C(O)=C1\C(=O)C(=O)N(CCN2CCOCC2)C1c1cccs1 (stereo not given),-7
CC(=O)c1sc2nc(SCC(=O)N3CCCCC3)[nH]c(=O)c2c1C,-18
COC(=O)C1=C(C)NC2=C(C(=O)CCC2)C1c1cccs1 (stereo not given),-16
CCOC(=O)C1CCCN(C(=O)c2cccs2)C1 (stereo not given),5
CCOCCSC1=C(C#N)C(c2cccs2)C(C(C)=O)=C(C)N1 (stereo not given),-17
Cc1sc2ncnc(OCC(=O)N3CCN(S(=O)(=O)c4ccc(Cl)cc4)CC3)c2c1C,-4
O=C(CCCc1cccs1)Nc1nc2c(s1)CCCC2,-4
O=S(=O)(Nc1ccc(S(=O)(=O)N2CCCCC2)cc1)c1ccc(Br)s1,-23
CCOC(=O)c1c(-c2cccs2)csc1NC(=O)CSc1ncn[nH]1,6
O=C(NCc1ccc2c(c1)OCO2)c1cccs1,-11
CCOC(=O)c1cccc(NC(=O)CNS(=O)(=O)c2cccs2)c1,-1
C=C(C)Cn1c(SCC(=O)NCc2ccco2)nc2sc3c(c2c1=O)CCC3,-4
O=C(NCc1cccs1)c1cc2c(s1)-c1ccccc1OC2,0
CC(C)(C)C1CCc2c(sc3c2C(=O)NC(c2ccco2)N3)C1 (stereo not given),1
